PP1 counter = blocks human PP1-alpha phosphatase, a PP5 counter-screen. P62136. AID 2235. actives 0.9% (n = 320,000). purified PP1alpha, OMFP fluorescence. inhibition, % at 6.7 µM;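 active = inhibition above the mean inhibition of all tested compounds plus 3 SD, computed separately for each screening campaign, cut at about 15% in these data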
Target sequence (P62136 whole entry, looked up): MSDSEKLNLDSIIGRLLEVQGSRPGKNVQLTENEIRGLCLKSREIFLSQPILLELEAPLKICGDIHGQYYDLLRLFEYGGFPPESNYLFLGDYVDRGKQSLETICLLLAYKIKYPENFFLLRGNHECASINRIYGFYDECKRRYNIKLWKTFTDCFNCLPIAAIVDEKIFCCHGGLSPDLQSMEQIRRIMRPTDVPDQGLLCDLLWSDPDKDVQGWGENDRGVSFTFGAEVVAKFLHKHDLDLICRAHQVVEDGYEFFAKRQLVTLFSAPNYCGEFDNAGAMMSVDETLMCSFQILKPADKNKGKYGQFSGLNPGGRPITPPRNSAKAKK
Fh CTSL1 inh = blocks F. hepatica cathepsin L1 in PFM18AAP counter-screen | recombinant F. hepatica cathepsin L1, Z-Leu-Arg-MCA fluorescence | inhibition, % at 5.96 µM | actives 0.49% (n = 300,000) | AID 1906;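 active = inhibition above the mean of all tested compounds plus 3 SD, set per screening campaign, cut at about 17% in these data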;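 also: 0% = plate median of test compound wells and 100% = 1 µM Z-Phe-Ala-diazomethylketone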
Efflux pump mplx = inhibitors of Candida antifungal efflux pumps expressed in yeast; S. cerevisiae Candida pump triplex, Nile Red efflux; inhibition, % at 10 µM; actives 0.44% (n = 330,000);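 active = plate passing quality check with inhibition over a set limit, or well fluorescence over plate mean plus 4 SD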;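 also: Nile Red retained in pooled yeast measured as flow cytometry median fluorescence; 0% = buffer negative control and 100% = Enniatin B positive control; higher means more Nile Red kept so more efflux inhibition; some compounds called inactive have numbers as strong as hits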
LYPLA2 counter = LYPLA2 (human) inhibition in PME1 counter-screen | O95372 | recombinant LYPLA2, FP-Rh probe fluorescence polarization | inhibition, % at 5.9 µM | actives 0.38% (n = 320,000) | AID 2177;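 active = inhibition above the screen-wide mean plus 3 SD, limit set per campaign, cut at about 26% in these data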;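 also: 0% = LYPLA2 with DMSO and 100% = wells lacking LYPLA2 enzyme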
Target sequence (O95372 whole entry, looked up): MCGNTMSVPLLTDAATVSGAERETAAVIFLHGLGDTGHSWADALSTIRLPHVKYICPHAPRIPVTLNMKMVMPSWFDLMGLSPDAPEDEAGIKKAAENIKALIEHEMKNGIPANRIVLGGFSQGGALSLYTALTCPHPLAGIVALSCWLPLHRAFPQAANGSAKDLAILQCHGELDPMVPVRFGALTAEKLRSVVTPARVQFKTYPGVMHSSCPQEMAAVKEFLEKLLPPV
HCV core dimer = HCV core protein dimerization inhibition. actives 0.33% (n = 300,000). inhibition, % at 5 µM. TR-FRET GST/Flag-core106 dimerization, 1536-well. AID 1899;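 active = inhibition above the mean of all tested compounds plus 3 SD, set per screening campaign, cut at about 45% in these data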
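System: GST/Flag-tagged HCV core106 proteins. Incubation: compound-protein-antibody incubation 4 h at 22.5 °C. Technique: HTRF with 340 nm excitation, 617/671 nm emission. Medium: KF-containing HEPES buffer, pH 7.45, DTT, CHAPS, BSA. Read-out: inhibition (%) from 671 over 617 nm ratio. Also added: Eu(K)-anti-GST 90 ng/mL plus XL665-anti-Flag 1 µg/mL.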
PP5 primary = PP5 (human) phosphatase inhibition | purified PP5c, OMFP substrate fluorescence | actives 0.18% (n = 320,000) | inhibition, % at 6.7 µM | AID 1987 | P53041;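 active = inhibition above the campaign's mean inhibition across all tested compounds plus 3 SD, cut at about 9.5% in these data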;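 also: 0% = DMSO only and 100% = 100 µM cantharidin control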
Target sequence (P53041 whole entry, looked up): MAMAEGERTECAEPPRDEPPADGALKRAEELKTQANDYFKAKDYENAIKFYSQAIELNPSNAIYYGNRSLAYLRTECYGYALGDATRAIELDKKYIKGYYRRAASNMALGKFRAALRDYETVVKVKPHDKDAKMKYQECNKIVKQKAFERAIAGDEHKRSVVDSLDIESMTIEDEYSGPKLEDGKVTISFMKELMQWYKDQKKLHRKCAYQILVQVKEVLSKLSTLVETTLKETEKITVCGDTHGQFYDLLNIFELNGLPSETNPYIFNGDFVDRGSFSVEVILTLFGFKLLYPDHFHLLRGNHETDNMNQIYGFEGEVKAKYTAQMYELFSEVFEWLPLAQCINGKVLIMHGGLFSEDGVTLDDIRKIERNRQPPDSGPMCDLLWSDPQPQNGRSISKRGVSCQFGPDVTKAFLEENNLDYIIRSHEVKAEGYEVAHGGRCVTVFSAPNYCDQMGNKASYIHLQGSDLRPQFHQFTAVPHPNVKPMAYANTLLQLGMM
PREPL inh = inhibitors of human prolyl oligopeptidase-like enzyme PREPL. recombinant PREPL, fluorescence polarization activity-based probe. inhibition, % at 5.96 µM. actives 0.68% (n = 320,000); in the data active = inhibition above about 43%;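 also: 0% = enzyme with DMSO and 100% = wells lacking enzyme; many of its hits are not listed in these tables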
JMJD2C inh = blocks human GASC-1 demethylase activity. Q9H3R0. inhibition, % at 2.35 µM. AID 2099. GST-JMJD2C(1-420) H3K9me3 demethylation, DELFIA europium. actives 0.069% (n = 330,000);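 active = more than half of a compound's replicate wells show inhibition beyond 50%, single wells judged on their own value; inconclusive = some, but no more than half, of replicates pass 50% inhibition; inactive = no replicate passes 50% inhibition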;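 also: signal counts dimethyl H3K9 product captured on neutravidin plate; 0% = median of DMSO wells and 100% = 0.3 times that DMSO median; strong numbers were not always called active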
TPT1 inh = inhibitors of Candida albicans tRNA 2'-phosphotransferase TPT1; recombinant caTPT1, FP RNA substrate dephosphorylation; AID 1962; actives 0.81% (n = 300,000); inhibition, % at 5 µM;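 active = inhibition above the mean of all tested compounds plus 3 SD, set per screening campaign, cut at about 24% in these data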;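 also: plate controls were DMSO alone for no effect and ferristatin control at 100 nM for full effect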
* marks the source's active call; other numbers are inactive results; ? = inconclusive; nt = no result given; & = joins results of further samples. Not all compounds are listed, so the mix of outcomes need not match the whole.

SMILES | PP1 counter | Fh CTSL1 inh | Efflux pump mplx | LYPLA2 counter | HCV core dimer | PP5 primary | PREPL inh | JMJD2C inh | TPT1 inh
O=C(Cn1nc(C(F)(F)F)c2c1CCCC2)Nc1ccc2c(c1)OCO2 | 2 | 0 | -0.1 | 7 | -11 | 2.9 | 0 | 5 | -2
COc1ccc2nc(SCC(=O)c3ccco3)[nH]c2c1 | -2 | 0 | -0.2 | 4 | -1 | 1.4 | 1 | 4 | 0
Brc1ccc2oc(-c3ccn[nH]3)cc2c1 | -5 | -1 | 0.1 | -3 | 3 | 0.8 | -58 | -4 | -1
O=C(Nc1ccc(Br)cc1F)c1sccc1-n1cccc1 | 0 | 5 | -0.1 | 7 | -3 | 1.6 | 0 | -28 | -2
Nc1c(C(=O)Nc2ccccc2)nnn1-c1ccc2c(c1)OCCO2 | 0 | 4 | 0.0 | 12 | -6 | 0.1 | 7 | 3 | -3
CCCCn1c(N)c(N(CC(C)C)C(=O)c2oc3c(Cl)cccc3c2C)c(=O)[nH]c1=O | -1 | -1 | -0.1 | -3 | 5 | -2.4 | 9 | 11 | 0
CCn1ccnc1CN1CCCC(C(=O)c2ccc3c4c(cccc24)CC3)C1 (stereo not given) | 2 | 1 | -0.2 | 25 | -1 | -1.2 | 11 | 6 | -4
O=C(CN1C(=O)NC2(CCCCC2)C1=O)NC1CCCc2ccccc21 (stereo not given) | -3 | 0 | -0.1 | 3 | 5 | 0.5 | -2 | 7 | 0
CCc1ccc(Oc2coc3cc(OC(=O)c4cc5ccccc5oc4=O)ccc3c2=O)cc1 | -4 | -21 | 0.3 | 4 | 4 | 1.4 | -11 | 12 | -2
COc1ccccc1C(=O)CC(=O)C(=O)Nc1cccc([N+](=O)[O-])c1C | 1 | 6 | -0.1 | 7 | 5 | 4.6 | 5 | 3 | 1
Cc1ccccc1OCCCN1CCCC1 | 1 | 2 | 0.1 | 4 | -2 | 3.2 | 3 | ? | 0
Cc1cnccc1CN(C)Cc1nc(Cc2ccccc2Cl)no1 | 11 | 7 | 0.0 | -9 | -1 | -8.5 | 9 | -1 | -1
CC(C)(C)C(=O)Nc1cc2c3c(c1)CCC(=O)N3CCC2 | -4 | 0 | 0.0 | 1 | 0 | 0.2 | -3 | -1 | -2
COc1ccc(CCN(C)Cc2ccc(OCc3ccccc3)c(OC)c2)cc1OC | 2 | 4 | -0.1 | 10 | -4 | 1.5 | 0 | 10 | -1
COc1ccccc1NC(=O)Nc1ccnn1Cc1cccs1 | -1 | 1 | 0.0 | 6 | 8 | 0.5 | -3 | 1 | -1
CCOc1ccc2nc(N(CCCN(C)C)C(=O)c3ccc4c(c3)CCCC4)sc2c1 | 1 | -1 | -0.1 | 2 | -4 | 2.4 | -4 | -2 | 2
CC(NC(=O)C1CCCN(S(=O)(=O)c2cccs2)C1)c1ccccc1 (stereo not given) | 2 | 4 | 0.2 | 2 | 2 | -0.1 | 6 | -15 | -2
O=[N+]([O-])c1ccc(CN2CCN(c3ccc([N+](=O)[O-])cc3)CC2)cc1 | 0 | -8 | -0.1 | 47* | 8 | 2.0 | 45* | -2 | -4
O=C(c1ccc([N+](=O)[O-])cc1[N+](=O)[O-])n1cnc2ccccc21 | -8 | 1 | -0.1 | 3 | 10 | 0.9 | 1 | 8 | -2
COc1ccc(C(=O)NCC(=O)N2CCN(c3ccc(Cl)cc3)CC2)cc1 | 7 | 0 | 0.1 | 1 | 2 | 1.3 | 9 | -9 | 2
COc1ccc(S(=O)(=O)Nc2ccccc2C(N)=O)cc1OC | -1 | 2 | 0.1 | 17 | 3 | -1.5 | -3 | -3 | -6
Cc1cc(C)c(S(=O)(=O)N2CCN(C(=O)c3ccc(-n4cncn4)c([N+](=O)[O-])c3)CC2)c(C)c1 | -5 | 2 | 0.0 | 4 | 2 | -0.2 | 10 | 1 | 2
C/C(=N\NC(=O)COc1cc(C)cc(C)c1)c1cccc(NC(=O)C2CCC2)c1 | 1 | 9 | 0.1 | 0 | 10 | 2.4 | -3 | 10 | -4
O/N=C/c1cc(Br)cc(Br)c1OCc1ccccc1 | 5 | -2 | 0.1 | -6 | 1 | 5.1 | -23 | -2 | 3
CCCNC(=O)N1CCN(c2nc(C(C)C)c3c(c2C#N)CC(C)(C)OC3)CC1 | -1 | -2 | -0.2 | 4 | 9 | 0.0 | 6 | 5 | -3
CCOC(=O)N1CCC(=NNC(=O)COc2ccc(C#N)cc2)CC1 | 1 | -6 | -0.5 | 2 | -6 | 1.6 | 8 | -6 | -3
CCOC(=O)c1cc(C#N)c(SC)nc1-c1ccccc1 | 1 | 3 | 0.2 | 8 | 4 | 5.1 | -10 | 0 | 3
CCOC(=O)N1CCN(CC(=O)Nc2cc(C)nn2-c2nc3ccccc3s2)CC1 | 3 | 1 | 0.0 | 4 | -1 | 0.9 | -9 | 10&-14 | 0
Cn1ccnc1SCC(=O)Nc1ccc(Cl)cn1 | -2 | -2 | 0.1 | -1 | 10 | 1.8 | -4 | 1 | 1
COC(=O)c1ccccc1Sc1ncnc2onc(C)c12 | -2 | -1 | 0.1 | -7 | -1 | 1.1 | 1 | 24 | 0
Nc1c(N2CCCCC2)c(=O)[nH]c(=O)n1-c1ccccc1 | -2 | 2 | -0.2 | 12 | -3 | -1.3 | 2 | 3 | -1
O=C(O)c1cn(-c2ccc(F)cc2)c2cc(Cl)c(F)cc2c1=O | 2 | -1 | -0.1 | 0 | -2 | 0.4 | 0 | 6 | -1
Cc1ccc(C2C(C#N)=C(N)Oc3n[nH]c(-c4cccnc4)c32)o1 (stereo not given) | 4 | -2 | 0.0 | 4 | -2 | 3.2 | 2 | 0 | -3
CN(C)c1ccc(/C=N/NC(=O)CN(c2cccc(Cl)c2)S(C)(=O)=O)cc1Br | 3 | 5 | 0.0 | 3 | 12 | 3.8 | 4 | -6 | -4
Cc1cccc(N2CCN(C(=O)CCC(=O)N3CC(C)Oc4ccc(C)cc43)CC2C)c1 (stereo not given) | 4 | 0 | -0.1 | 0 | 12 | 0.8 | 11 | -2 | 1
COc1ccc(C2C(C#N)=C(N)N(c3sc4c(c3C#N)CCCC4)C3=C2C(=O)CC(C)(C)C3)cc1 (stereo not given) | 7 | 6 | 0.0 | 5 | 40 | 2.2 | 7 | -1 | 28*
O=C(NC(=S)Nc1ccccc1[N+](=O)[O-])c1ccccc1Cl | -2 | -4 | 0.1 | 6 | 2 | 1.6 | -1 | 11 | -2
CCOC(=O)C1CCN(C(=O)CNC(=O)c2nn(-c3ccc(OC)c(OC)c3)c(=O)c3ccccc23)CC1 | -4 | -1 | -0.2 | 5 | -2 | 0.1 | 6 | 28 | 3
COC(=O)c1c(NC(=O)C2(C)Cc3ccccc3C(=O)O2)sc2c1CCCC2 (stereo not given) | -4 | 3 | 0.1 | -10 | 3 | 1.1 | 2 | -5 | 1
CCCCC(Sc1nc(N)c(NC(=O)c2ccco2)c(=O)[nH]1)C(=O)O (stereo not given) | 2 | -1 | 0.1 | 0 | -11 | 4.5 | -4 | -3 | -3
COc1ccc(CN(CC(=O)NCc2ccccc2)C(=O)c2csnn2)cc1 | -2 | 3 | 0.0 | 7 | -5 | -0.6 | 12 | -1 | -2
O=C(CC(c1ccccc1)c1ccccc1)NCC(O)c1ccc([N+](=O)[O-])cc1 (stereo not given) | 1 | -4 | -0.1 | -2 | 4 | 5.0 | 9 | -9 | 5
CCC(NS(=O)(=O)c1cnn(CC)c1)c1ccccc1 (stereo not given) | -5 | -2 | 0.0 | 0 | -4 | -3.4 | -6 | 8 | 0
COc1ccc(NC(=O)c2cc(-c3ccccc3)nc3c2cnn3C(C)C)cc1 | -1 | nt | 0.1 | -6 | nt | 2.1 | 8 | 4 | nt
Cc1ccc(C)c(C(=O)CSc2n[nH]c(-c3ccncc3)n2)c1 | 1 | 2 | 0.0 | 2 | 5 | -1.7 | -2 | 13 | -2
CCOC(=O)/C(C)=N/Nc1nc(-c2ccc(NC(C)=O)cc2)cs1 | -2 | 0 | -0.1 | -2 | 1 | 0.4 | 2 | -2 | -2
CN(C)CCCN(C(=O)/C=C/c1cccs1)c1nc2ccc(F)cc2s1 | -3 | 4 | 0.1 | -2 | -2 | 2.5 | -12 | -6 | 1
O=C(Nc1cccc(S(=O)(=O)Nc2ccccc2Cl)c1)c1ccc(Cl)nc1 | -2 | 0 | -0.2 | -9 | 8 | 1.9 | 5 | 6 | -3
COc1ccccc1C(=O)Nc1nnc(S(=O)(=O)N2CCCCCC2)s1 | 1 | 5 | 0.0 | -3 | 8 | 1.6 | 3 | -17 | -2
CCOC(=O)c1c(-c2cccs2)csc1NC(C)=O | 0 | 2 | 0.2 | 1 | 0 | 2.1 | 10 | -1 | 2
CCCCCn1c(=O)[nH]c2cc(C(=O)NCCCN3CCC(C)CC3)ccc2c1=O | -5 | -1 | 0.1 | -10 | -10 | 1.0 | 3 | 5 | 4
CC1=NC(C)(C)Cc2cc(C)c(C)cc21 | -4 | 0 | 0.0 | 1 | -3 | 0.1 | -3 | -39 | 1
Cn1ncc(Cl)c1C(=O)NCC1CCCO1 (stereo not given) | 2 | -4 | 0.3 | -2 | -13 | 0.9 | -5 | -1 | 0
CS(=O)(=O)c1ccc(C(=O)Nc2ccc(-c3nc4ccccc4[nH]3)cc2)cc1 | 3 | 2 | 0.3 | -12 | -5 | 0.9 | 12 | 16 | 6
CCOC(=O)C1(Cc2cccc(F)c2)CCN(C(=O)C2CCC2)CC1 | 2 | 1 | 0.1 | 3 | 4 | -1.2 | 15 | -1 | 3
CCOC(=O)c1ccccc1NC(=O)c1ccc2c(=O)n3c(nc2c1)CCCCC3 | 1 | 1 | -0.1 | -5 | 3 | 0.8 | -21 | -6 | -3
Cn1c(=O)c2c(nc3n2CC(O)CN3c2ccc(O)cc2)n(C)c1=O (stereo not given) | 1 | -1 | -0.2 | -4 | -8 | -0.1 | 21 | -18 | -3
CCCc1nc2cc(CC(=O)OC)ccc2o1 | -5 | -1 | 0.3 | 6 | -7 | -0.5 | 8 | 3 | 0
COc1ccc(C2NC(=O)CCC2[N+](=O)[O-])cc1 (stereo not given) | 1 | -1 | 0.2 | 5 | 0 | -1.0 | 6 | -4 | -4
Cc1ccc(C2C3=C(CCCC3=O)OC3=C2C(=O)CCC3)cc1 | -3 | -2 | -0.1 | -2 | 7 | -0.6 | -9 | 5 | 54*
Cc1ccc(C2CC(=O)NC3=C2C(=O)CCC3)cc1Br (stereo not given) | -1 | -4 | 0.0 | 8 | -4 | 3.0 | 1 | -1 | -6
COc1ccc(OC)c(Nc2nc(NCCC(C)C)nc(N)c2[N+](=O)[O-])c1 | -3 | 2 | 0.1 | -10 | 4 | 0.5 | 10 | 6 | 1

Rewritten as a markdown table: entries from further up.
| smiles | PP1 counter | Fh CTSL1 inh | Efflux pump mplx | LYPLA2 counter | HCV core dimer | PP5 primary | PREPL inh | JMJD2C inh | TPT1 inh |
| --- | --- | --- | --- | --- | --- | --- | --- | --- | --- |
| Cn1ncc(Cl)c1C(=O)NCC1CCCO1 (stereo not given) | 2 | -4 | 0.3 | -2 | -13 | 0.9 | -5 | -1 | 0 |
| CS(=O)(=O)c1ccc(C(=O)Nc2ccc(-c3nc4ccccc4[nH]3)cc2)cc1 | 3 | 2 | 0.3 | -12 | -5 | 0.9 | 12 | 16 | 6 |
